USP2a inh – blocks human ubiquitin-specific protease USP2a | USP2 core, Ub-CHOP2 coupled fluorogenic reporter, 485/531 | Potency, µM (top dose mostly 38.3 µM), without a hit: at the highest dose activity change, negative = inhibition, most hits filed as inhibitors | hit rate 0.01% among 330,000;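 further: potency means the concentration at half of the fitted maximal effect; plate controls were DMSO wells for no effect and full inhibition by NEM control for full effect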
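Cell-free coupled assay: 10nM USP2 core preincubated 30min RT with compound in Tris-HCl pH 8.0/CaCl2/CHAPS buffer, then 25nM Ub-CHOP2 and 25nM reporter substrate; fluorescence (Ex 485/Em 531) read after 60min RT, normalized to NEM inhibition, concentration-response curves fitted.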
BCR signal inh – blocks chronic active B-cell receptor signaling | ABC-DLBCL IkBa-CBG/CBR reporter, luminescence ratio, 4 h | AID 493014 | Potency, µM (series often up to 46.1 µM), inactives show at the highest dose ratio change, negative = lower green/red ratio, usual class: inhibitors | hit rate 0.05% among 340,000; active means well fitted inhibition curve with a large enough effect in the signal ratio, with a control signal flat, not every such curve was filed as active; inconclusive means small, poorly fitted or top-dose-only effect, or effect the other way, or a change in a side signal; the % refers to the signal ratio;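 further: potency means the concentration at half of the fitted maximal effect; plate controls were basal doxycycline-induced cells for no effect and cells given 10 µM MG132 for full effect; MG132 reads +100%, hits lower the ratio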
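Doxycycline induced both beetle luciferases in TMD8 lymphoma cells; IKK-driven degradation limits the IkappaBalpha-fused green signal, while red luminescence normalises for cell number and nonspecific effects. Compounds tested up to 46 uM, 4 hrs.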
GALK inhibitor – galactokinase (human) inhibition; AID 1868; hit rate 0.007% among 270,000; Purified GALK, Kinase-Glo residual ATP luminescence; P51570; Potency, µM (highest dose often 57.5 µM), for inactives: at the top dose activity change, negative = inhibition, usual class: inhibitors; further: potency means the concentration at half of the fitted maximal effect
Target sequence (P51570 whole entry, looked up): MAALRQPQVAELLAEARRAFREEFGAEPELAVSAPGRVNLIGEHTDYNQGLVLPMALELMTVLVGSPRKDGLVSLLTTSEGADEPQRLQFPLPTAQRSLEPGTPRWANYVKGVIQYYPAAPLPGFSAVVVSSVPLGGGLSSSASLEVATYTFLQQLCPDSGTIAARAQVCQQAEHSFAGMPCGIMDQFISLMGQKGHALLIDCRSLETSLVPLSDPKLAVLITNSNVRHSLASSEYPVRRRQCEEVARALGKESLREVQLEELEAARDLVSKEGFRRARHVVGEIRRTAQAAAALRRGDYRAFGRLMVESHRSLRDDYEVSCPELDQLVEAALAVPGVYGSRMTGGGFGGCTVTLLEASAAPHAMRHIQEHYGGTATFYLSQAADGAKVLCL
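Kinase-Glo Plus luminescence measured ATP left after a 1 h room-temperature reaction. The reaction used 5 nM GALK, 100 uM galactose and 35 uM ATP at pH 8.0 (20 mM HEPES, 5 mM MgCl2, 60 mM NaCl, 1 mM DTT, 0.01% BSA).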
uPA generation – cell surface uPA generation inhibition; cell surface uPA generation assay, qHTS; Potency, µM (doses to about 38.3 µM), for the others: top-dose activity change, negative = inhibition, most hits filed as inhibitors; hit rate 0.31% among 330,000; AID 540303; active means well fitted inhibition curve with a large enough effect; inconclusive means small, poorly fitted or top-dose-only effect; inactive means no such curve, though single readings can be large or run the other way; tested in mouse RAW 264.7 cells; further: potency means the concentration at half of the fitted maximal effect; nearly all actives have a fitted effect of over 55% in size
Eya2 phos inh – Eya2 (human) phosphatase inhibition; hit rate 0.006% among 330,000; Potency, µM (titrated, usually from 76.9 µM), without a hit: at the highest dose activity, negative = inhibition, actives largely listed as inhibitors; recombinant Eya2, OMFP fluorescence dephosphorylation (OMFP is methylfluorescein phosphate); O00167; further: potency means the concentration at half of the fitted maximal effect
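Eya2 (0.2 uM) preincubated 10 min at ambient with compound, then OMFP substrate added at 50 uM; 10 min reaction in 50 mM HEPES pH 7.5, 50 mM NaCl, 5 uM MgCl2, 0.05% BSA, 1 mM DTT. Fluorescence read at Ex 485/Em 525 nm.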
KCNH2 WT inh – KCNH2 (human, wildtype) channel inhibition. U2OS, BacMam KCNH2, thallium flux FluxOr; active compounds read low. hit rate 0.37% among 340,000. Q12809. AID 720551. activity change, % at 1.84 µM;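 active means maximum activity change below -70%; inconclusive means maximum activity change between -70% and -50%; inactive means maximum activity change above -50%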
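U2OS cells transduced with wild-type KCNH2 virus are loaded with FluxOr dye for 45 min, and thallium flux is measured in kinetic reads before and after stimulation buffer. Rate constants are normalized to DMSO controls.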
B2AR arrestin – agonists driving beta-arrestin recruitment to human beta2-adrenergic receptor; beta-arrestin recruitment to beta2AR, cell-based reporter; P07550; hit rate 0.02% among 330,000; Potency, µM (doses to about 46.1 µM), for inactives: top-dose activation, hits mostly activators; AID 492947;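 further: potency means the concentration at half of the fitted maximal effect; 0% = DMSO controls and full agonism = EC100 isoproterenol or metaproterenol; nearly all actives have a fitted effect of over 65% in size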
Target sequence (P07550 whole entry, looked up): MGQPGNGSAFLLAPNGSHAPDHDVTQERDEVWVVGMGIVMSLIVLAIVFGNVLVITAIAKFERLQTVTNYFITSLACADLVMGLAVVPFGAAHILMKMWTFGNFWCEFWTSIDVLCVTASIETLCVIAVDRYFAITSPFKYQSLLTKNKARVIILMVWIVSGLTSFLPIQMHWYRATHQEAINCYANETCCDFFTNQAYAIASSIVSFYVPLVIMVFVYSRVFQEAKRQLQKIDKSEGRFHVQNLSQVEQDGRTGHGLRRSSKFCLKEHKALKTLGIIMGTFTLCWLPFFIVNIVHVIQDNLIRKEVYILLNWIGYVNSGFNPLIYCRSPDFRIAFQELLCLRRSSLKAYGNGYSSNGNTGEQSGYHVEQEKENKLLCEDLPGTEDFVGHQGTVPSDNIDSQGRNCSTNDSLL
Giardia kill – kills Giardia lamblia | Giardia lamblia trophozoite viability | activity change, % at 7.66 µM, hits read low | hit rate 0.15% among 340,000 | AID 540267; in the data active means activity change below about -80%; inconclusive means between about -30% and that limit;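 further: parasites exposed to compound for two days anaerobically before the ATP read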
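Media and compound were dispensed first, then trophozoites at 100 cells/well; plates sat 48 hrs at 37 deg C without oxygen before ATP luminescence reagent was added and read after 15-30 min at room temperature.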
PKM2 act – increases activity of human pyruvate kinase M2. P14618. purified PKM2, Kinase-Glo ATP luminescence, activation; response scale: 0% is enzyme alone, no compound. Potency, µM (highest dose often 57.5 µM), for inactives: top-dose activation, most hits filed as activators. hit rate 0.34% among 260,000. AID 1631; further: potency means the concentration at half of the fitted maximal effect; nearly all actives have a fitted effect of over 55% in size
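hPK-M2, >95% pure; 0.1 mM ADP / 0.5 mM PEP final; imidazole pH7.2 buffer w/ 7 mM MgCl2, 50 mM KCl; 1 h RT; Kinase-Glo lum. Intermediate enzyme activity for dual inhibitor/activator qHTS.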
KCNH2 3.1 block – inhibitors of human KCNH2 3.1 potassium channel isoform. U2OS KCNH2 3.1, thallium flux FluxOr; active compounds read low. activity change, % (tested at about 1.8 µM). hit rate 0.95% among 340,000. AID 720553;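 active means maximum activity change below -70%; inconclusive means maximum activity change from -70% to -50%; inactive means maximum activity change above -50%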;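 further: thallium influx rate constant from kinetic fluorescence after stimulation buffer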
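Virally transduced U2OS (3.1 isoform, 4 h infection in dark at RT) → overnight 37 C → FluxOr + Red40 in HBSS/HEPES, 45 min → stimulation buffer, 2 min kinetic read → rate constant vs DMSO controls.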
FBPA coupling cs – coupling enzyme interference in Giardia aldolase counter-screen. coupling enzyme system counterscreen, AmpLite Red fluorescence. activity change, negative = inhibition, % at 58.2 µM, hits read low. hit rate 0.67% among 290,000. AID 2472; in the data active means activity change below about -30%
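Final compound at 57.5 uM, incubated 10 min at RT with coupling enzyme reagent (glyceraldehyde-3-phosphate), then 20 min with substrate and AmpLite Red detection. Fluorescence read at 525/598 nm; tests interference with the coupling assay, not aldolase inhibition.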
Active calls of the source: *. Unless noted, the call rests on the fitted dose curve; in most records, active means well fitted curve in the direction sought with a large enough effect; inconclusive means small, poorly fitted or top-dose-only effect, or another doubt; inactive means no such curve, though single readings can be large; an effect the other way counts as inactive or inconclusive. Unless noted, on the % scale 0 is the no-effect control and ±100 the full control effect. Hits appear at their usual frequency; any-hit rate near 2.4%.

Screening O=C(Nc1c(C(=O)Nc2cccc(F)c2)oc2ccccc12)c1ccc2c(c1)OCO2 returned USP2a inh 2.5%, BCR signal inh 1.0%, GALK inhibitor -2.1%, Eya2 phos inh 0.6%, KCNH2 WT inh 0.3, B2AR arrestin -0.3%, Giardia kill -10.1, PKM2 act 0.5%, KCNH2 3.1 block -13.9 and FBPA coupling cs -3.6.
`CC(=O)Oc1c(Br)cc(N(C(C)=O)S(=O)(=O)c2ccccc2)c2ccccc12` gave USP2a inh 0.6%, BCR signal inh inconclusive, GALK inhibitor -0.8%, uPA generation inconclusive, Eya2 phos inh -11.3%, KCNH2 WT inh 5.5, B2AR arrestin 5.3%, Giardia kill 15.9, PKM2 act 16.7%, KCNH2 3.1 block -3.1 and FBPA coupling cs -45.2*.
For COC(=O)c1cc(S(=O)(=O)NCC2CCN(Cc3cccc(F)c3)CC2)cn1C the results were USP2a inh -0.3%, BCR signal inh -1.5%, GALK inhibitor 14.1%, uPA generation -6.1%, Eya2 phos inh -3.4%, KCNH2 WT inh -2.5, B2AR arrestin 0.5%, Giardia kill -2.7, PKM2 act 0.5%, KCNH2 3.1 block -3.1 and FBPA coupling cs 1.2.
For CCOC(=O)C(C)Oc1cc(Cl)c(C=O)cc1OC (configuration not stated) the results were USP2a inh -3.5%, BCR signal inh -10.3%, GALK inhibitor -2.1%, uPA generation 0.0%, Eya2 phos inh -4.7%, KCNH2 WT inh -13.6, B2AR arrestin 0.0%, Giardia kill -4.8, PKM2 act -7.2%, KCNH2 3.1 block 11.4 and FBPA coupling cs -4.8.
`CCCCS(=O)(=O)NC1=NCN(CC)CN1` gave USP2a inh -3.7%, BCR signal inh -4.7%, GALK inhibitor -1.0%, uPA generation 5.6%, Eya2 phos inh 13.5%, KCNH2 WT inh -1.7, B2AR arrestin 0.3%, Giardia kill -12.6, PKM2 act 3.7%, KCNH2 3.1 block -0.2 and FBPA coupling cs 2.9.
For Cc1ccc(NC(=O)C2CC(=O)N(Cc3ccco3)C2)cc1 (configuration not stated) the results were USP2a inh 5.8%, BCR signal inh 0.5%, GALK inhibitor 4.6%, uPA generation 4.0%, Eya2 phos inh -2.7%, KCNH2 WT inh -2.5, B2AR arrestin 0.2%, Giardia kill -21.5, PKM2 act -1.2%, KCNH2 3.1 block 6.8 and FBPA coupling cs 3.1.
Screening Cc1ccccc1C(=O)c1cccn1CC(=O)NCCCN1CCc2ccccc2C1 returned USP2a inh -6.6%, BCR signal inh inconclusive, GALK inhibitor -1.2%, uPA generation -8.0%, Eya2 phos inh 2.0%, KCNH2 WT inh 6.1, B2AR arrestin 0.6%, Giardia kill -17.0, PKM2 act -8.1%, KCNH2 3.1 block inconclusive and FBPA coupling cs -2.3.
Screening CC(=O)Nc1sc2c(c1C(c1cccc(Cl)c1)N1CCN(CCO)CC1)CCCC2 (configuration not stated) returned USP2a inh -0.2%, BCR signal inh -9.0%, GALK inhibitor 1.0%, uPA generation -4.7%, Eya2 phos inh -12.1%, KCNH2 WT inh 7.6, B2AR arrestin -0.5%, Giardia kill 0.5, PKM2 act -0.5%, KCNH2 3.1 block inconclusive and FBPA coupling cs 0.4.
O=C(CCc1ccccc1O)NC1CCCc2ccccc21 (configuration not stated) was read as USP2a inh 4.1%, BCR signal inh -8.5%, GALK inhibitor -2.0%, uPA generation 1.9%, Eya2 phos inh -8.1%, KCNH2 WT inh 2.8, B2AR arrestin -0.1%, Giardia kill -13.8, KCNH2 3.1 block 4.3 and FBPA coupling cs -2.3.
Screening NC(N)=N/N=C/c1ccc(OCc2ccc(Cl)cc2Cl)cc1 returned USP2a inh 1.0%, BCR signal inh -10.8%, uPA generation 6.0%, Eya2 phos inh -8.2%, KCNH2 WT inh 9.5, B2AR arrestin 0.4%, Giardia kill -4.1, PKM2 act -0.5%, KCNH2 3.1 block 2.6 and FBPA coupling cs 0.7.
`CCc1ccc(N(C(=O)c2ccco2)C(C(=O)NC2CCCC2)c2cccnc2)cc1` (configuration not stated) gave USP2a inh 2.6%, BCR signal inh 1.5%, GALK inhibitor -4.7%, Eya2 phos inh -3.7%, KCNH2 WT inh -3.6, B2AR arrestin -0.7%, Giardia kill -8.2, KCNH2 3.1 block 10.1 and FBPA coupling cs 1.5.
`NS(=O)(=O)c1ccc(CCNC2CC(=O)N(CCc3ccccc3)C2=O)cc1` (configuration not stated) gave USP2a inh 0.0%, BCR signal inh -0.2%, GALK inhibitor -0.5%, uPA generation -1.1%, Eya2 phos inh -13.9%, KCNH2 WT inh -11.0, B2AR arrestin -0.1%, Giardia kill -3.4, PKM2 act -1.1%, KCNH2 3.1 block -10.1 and FBPA coupling cs 3.9.
For O=C(CS(=O)(=O)c1ccccc1)N1CCc2ccccc21 the results were USP2a inh 1.9%, BCR signal inh 6.6%, GALK inhibitor 0.4%, uPA generation -8.5%, Eya2 phos inh 0.6%, KCNH2 WT inh inactive, B2AR arrestin -0.2%, Giardia kill -16.5, PKM2 act -0.3%, KCNH2 3.1 block -8.4 and FBPA coupling cs 0.1.
`CCN(CC)c1ccc(C(=O)NNC(=O)CN2C(=O)NC3(CCCCC3)C2=O)cc1` gave USP2a inh 1.0%, BCR signal inh 1.9%, uPA generation -19.4%, Eya2 phos inh 4.3%, KCNH2 WT inh -39.2, B2AR arrestin -0.3%, Giardia kill 0.5 and KCNH2 3.1 block 12.5.
`CC(C)CC1=C/C(=C/c2ccc(-c3ccccc3)o2)C(=O)O1` gave USP2a inh -12.8%, BCR signal inh -0.6%, uPA generation 2.8%, Eya2 phos inh 7.3%, KCNH2 WT inh -3.0, B2AR arrestin 0.1%, Giardia kill -10.3, PKM2 act 17.7%, KCNH2 3.1 block -19.8 and FBPA coupling cs 0.0.
Screening COc1ccc(NC(=S)N2CCNC(=O)C2CC(=O)Nc2cccc(Cl)c2C)cc1 (configuration not stated) returned USP2a inh 1.1%, BCR signal inh inconclusive, GALK inhibitor 3.6%, uPA generation -1.7%, Eya2 phos inh 0.5%, KCNH2 WT inh -4.5, B2AR arrestin inconclusive, Giardia kill -12.2, PKM2 act -6.2%, KCNH2 3.1 block -5.9 and FBPA coupling cs -0.5.
COc1cccc(OC)c1C(=O)NC(=S)NCc1ccccc1 was read as USP2a inh 1.8%, BCR signal inh -2.2%, GALK inhibitor 10.5%, uPA generation 6.1%, Eya2 phos inh -5.0%, KCNH2 WT inh -6.7, B2AR arrestin 0.2%, Giardia kill 13.8, PKM2 act -0.7%, KCNH2 3.1 block -6.7 and FBPA coupling cs -0.2.
Screening O=C(/C=C/NNC(=O)c1cccc(Br)c1)c1cccc(Br)c1 returned USP2a inh 3.5%, BCR signal inh inconclusive, GALK inhibitor -4.3%, uPA generation -2.9%, Eya2 phos inh -31.3%, KCNH2 WT inh -3.8, B2AR arrestin -0.2%, Giardia kill 7.3, PKM2 act 3.1%, KCNH2 3.1 block -15.1 and FBPA coupling cs -2.0.
C/C(=N\O)C(C)(C)Nc1cccc(F)c1 was read as USP2a inh -1.0%, BCR signal inh -0.2%, GALK inhibitor 3.4%, uPA generation 4.8%, Eya2 phos inh -7.9%, KCNH2 WT inh -9.8, B2AR arrestin -0.3%, Giardia kill 0.2, PKM2 act -0.9%, KCNH2 3.1 block 5.1 and FBPA coupling cs -2.6.
For COc1ccc(NC(=O)Cc2nnc(SCC(=O)Nc3nccs3)n2C)cc1 the results were USP2a inh -0.9%, BCR signal inh -1.9%, GALK inhibitor 0.5%, uPA generation -3.9%, Eya2 phos inh 7.3%, KCNH2 WT inh -3.0, B2AR arrestin 0.1%, Giardia kill 26.8, PKM2 act -7.3%, KCNH2 3.1 block 8.5 and FBPA coupling cs -2.6.
Screening Cc1cccc([N+](=O)[O-])c1NC(=O)COC(=O)C1CCCO1 (configuration not stated) returned USP2a inh 2.3%, BCR signal inh inconclusive, uPA generation -2.6%, Eya2 phos inh 7.0%, KCNH2 WT inh -4.5, B2AR arrestin 0.1%, Giardia kill 3.0 and KCNH2 3.1 block -2.0.
Screening Cc1ccccc1CN1CCN(S(=O)(=O)c2cccs2)CC1 returned USP2a inh 1.7%, BCR signal inh -0.2%, GALK inhibitor -0.7%, uPA generation -0.5%, Eya2 phos inh -9.2%, KCNH2 WT inh -3.1, B2AR arrestin -0.5%, Giardia kill -8.0, PKM2 act 23.9%, KCNH2 3.1 block -18.3 and FBPA coupling cs -8.1.
COc1ccc(C(CNC(=O)Nc2ccccc2)N2CCN(C)CC2)cc1 (configuration not stated) was read as USP2a inh 1.3%, BCR signal inh -1.5%, GALK inhibitor 0.8%, uPA generation -0.7%, Eya2 phos inh -1.0%, KCNH2 WT inh -4.9, B2AR arrestin -0.2%, Giardia kill 13.0, KCNH2 3.1 block 4.0 and FBPA coupling cs -2.0.
For COc1ccc(NS(=O)(=O)c2cccc(C(=O)OCC(=O)N3CCN(c4ccc(OC)cc4)CC3)c2)cc1 the results were USP2a inh -5.2%, BCR signal inh 22.0%, uPA generation inconclusive, Eya2 phos inh 6.6%, KCNH2 WT inh -4.4, B2AR arrestin -0.6%, Giardia kill 23.7 and KCNH2 3.1 block 8.3.
